# Salmonella PhoP GFP – PhoP-dependent GFP reporter repression – Salmonella Typhimurium, primary screen (AID 1863); S. Typhimurium PhoP-regulated promoter GFP reporter, 4 h; higher % means a stronger effect; inhibition, % at 50 µM, or IC50 in µM where a hit was titrated; 0.16% of 300,000 active;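 active = inhibition over 29.93%, a cutoff 3 SD above the screen mean, later confirmed by dose response; inconclusive = inhibition over 29.93% but no dose response follow-up; inactive = inhibition at most 29.93% or unconfirmed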;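 note: 0% = low Mg2+ inducing control and 100% = high Mg2+ repressing control; strong numbers were not always called active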
# T cell modulator – T cell immune modulation candidate | 2C CD8+ T cell-vesicle binding, flow cytometry; stronger effect = lower value | calls only at 7 µM | 0.068% of 330,000 active;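 active = response, share of CD8 T cells binding vesicles, and their 90th percentile fluorescence all below set limits, cut at about 80% in these data, passing the limit was not always enough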
#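 Material: 2C TCR transgenic mouse naive CD8+ T cells, MACS-purified. Also added: QL9-charged Drosophila Ld/ICAM-1/B7-1 vesicles. Timing: binding 1.5 h at 37 °C. Measured by: high-throughput flow cytometry with anti-B7-1 and anti-CD8 staining. Read-out: percent CD8+ FL2 mean versus row control. Controls: Unloaded micro-vesicles (low), QL9 vesicles with 0.7% DMSO (high).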
# West Nile antiviral – inhibition of WNV-induced cytopathic effect – cell-based, CPE readout (AID 1621); West Nile virus-infected cells, CPE inhibition; higher % means a stronger effect; one-dose CPE inhibition, % at 10 µM; IC50 in µM for titrated hits; 0.02% of 290,000 active; in the data active = a potency from the dose series; inconclusive = CPE inhibition mostly from about 3.7% at the one dose, without a potency; inactive = the rest, 99 in 100 with CPE inhibition below about 2.2%; note: strong numbers were not always called active
# GPR55 activation – selective activators of receptor GPR55 – imaging, U2OS cells, beta-arrestin-GFP redistribution, primary screen (AID 1961) | 0.048% of 290,000 active | activation, % at 10 µM, or EC50 in µM where a hit was titrated | U2OS GPR55 beta-arrestin-GFP redistribution imaging; higher % means a stronger effect;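 active = activation above 40% with more than 50 cells counted in the well; inconclusive = wells holding fewer than 50 cells, flagged as toxic or sparse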;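 note: U2OS osteosarcoma cells stably expressing GPR55 and beta-arrestin-GFP; plate controls were DMSO negative control for no effect and LPI positive control for full effect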
# KOR beta-arrestin-1 – KOR antagonists, beta-arrestin recruitment, cell-based, luminescence, uHTS (AID 1778) | KOR beta-arrestin recruitment, luminescence, antagonist mode; higher % means a stronger effect | inhibition, % at 10 µM; hits with a dose series show IC50 in µM | 0.091% of 290,000 active; in the data active = inhibition above about 50%; note: strong numbers were not always called active
# NTR1 ag – agonists of NTR1, primary screen, imaging, U2OS cells, beta-arrestin-GFP, high content (AID 493036) | P30989 | NTR1-U2OS beta-arrestin-GFP spot imaging, agonist mode | activation, % at 20 µM | 0.17% of 330,000 active;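 active = activation at or above 40% of the spot to cytoplasm intensity ratio, with at least 20 cells analyzed; inconclusive = wells under 20 cells, flagged as cytotoxic or low count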;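 note: 0% = DMSO without peptide and 100% = 100 nM NTR1 peptide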
# Target sequence (P30989 whole entry, looked up): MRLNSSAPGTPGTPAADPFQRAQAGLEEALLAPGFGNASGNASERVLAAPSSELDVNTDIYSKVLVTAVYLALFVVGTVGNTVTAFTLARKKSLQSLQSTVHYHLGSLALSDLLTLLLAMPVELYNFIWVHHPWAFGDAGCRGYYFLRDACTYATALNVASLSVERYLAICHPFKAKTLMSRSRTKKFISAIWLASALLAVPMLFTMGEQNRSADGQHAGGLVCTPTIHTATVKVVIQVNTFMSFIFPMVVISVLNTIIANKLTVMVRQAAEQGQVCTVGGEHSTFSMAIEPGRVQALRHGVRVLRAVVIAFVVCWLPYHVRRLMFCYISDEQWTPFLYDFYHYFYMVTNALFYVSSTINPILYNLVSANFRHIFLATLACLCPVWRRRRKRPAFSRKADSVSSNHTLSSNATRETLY
# KOR beta-arrestin-2 – KOR agonists, beta-arrestin recruitment, primary screen, cell-based, luminescence, uHTS (AID 1777); KOR beta-arrestin recruitment, luminescence; higher % means a stronger effect; 0.02% of 280,000 active; one-dose activation, % at 10 µM; EC50 in µM for titrated hits; in the data active = activation above about 50%, passing the limit was not always enough; note: a part of the inactive calls stands beside numbers as strong as those of hits
# GPR35 antagonists – inhibition of zaprinast-stimulated GPR35 beta-arrestin translocation – imaging, U2OS, beta-arrestin-GFP, zaprinast agonist, primary screen (AID 2058); 0.052% of 290,000 active; one-dose inhibition, % at 10 µM; IC50 in µM for titrated hits; U2OS GPR35 beta-arrestin-GFP translocation imaging, zaprinast antagonism; higher % means a stronger effect;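 active = inhibition of at least 50% with at least 30 cells and total cytoplasm GFP at most 10,000,000; inconclusive = under 30 cells or total GFP of 10,000,000 plus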
# GPR55 antagonists – inhibition of LPI-stimulated GPR55 beta-arrestin translocation – imaging, U2OS, beta-arrestin-GFP, LPI agonist, primary screen (AID 2013). inhibition, % at 10 µM, or IC50 in µM where a hit was titrated. U2OS GPR55 beta-arrestin-GFP translocation imaging, LPI antagonism; higher % means a stronger effect. 0.13% of 290,000 active;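 active = spots per cell inhibited over 60%, with over 100 cells counted and total cytoplasm intensity under 500,000; inconclusive = wells with under 100 cells, flagged as likely toxic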;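 note: U2OS cells stably carrying GPR55 and arrestin-GFP stimulated by 5 µM LPI near EC80; imaged beta-arrestin-GFP aggregate spots per cell after agonist stimulation; plate controls were LPI-stimulated DMSO wells for no effect and DMSO wells without LPI for full effect; some results filed as inactive read as strong as hits; confirmed hits need IC50 under 10 µM and bright autofluorescent wells are also inconclusive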
# T cell modulator vesicle-bound % – also measured in T cell modulator; calls as there; double positive events, %; measured here: CD8+ vesicle-bound cell fraction;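 binding gate set so that unloaded-vesicle control wells show 10% double positive cells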
# NTR1 ag cell count 20 µM – further read-out of NTR1 ag, marked with its call; cell count; measured here: cell count, cytotoxicity flag
# * marks the source's active call; other numbers are inactive results; i = inactive; u = inconclusive; x = not tested or not shown; [ ] = another dose, or the depositor's remark. This is a random part of the collection (roughly 0.62% active in at least one column).
Molecule,Salmonella PhoP GFP,T cell modulator,T cell modulator vesicle-bound %,West Nile antiviral,GPR55 activation,KOR beta-arrestin-1,NTR1 ag,NTR1 ag cell count 20 µM,KOR beta-arrestin-2,GPR35 antagonists,GPR55 antagonists
CC1CCCCN1C(=O)Cn1cc(C#N)c2ccccc21 (stereo unspecified),-3%,i,26,-0.1%,-0.4%,-12%,0.0,44,1.1%,1%,10%
COc1ccc(OCC(=O)NNC(=O)Cc2coc3cc(OC)ccc23)cc1,14%,i,12,-0.2%,1.1%,26%,1.3,41,6.9%,5%,-6%
CCOc1ccc(C(=O)Nc2ncn[nH]2)cc1,-7%,i,69,-0.3%,-0.1%,12%,-0.4,55,3.1%,13%,1%
CCOC(=O)c1ccc(CNC(=O)c2cc(COc3ccccc3SC)on2)o1,0%,i,4,0.4%,-0.2%,-50%,-0.6,55,8.7%,-14%,-12%
Cc1ccccc1C(=O)Nc1ccnn1C1CCN(Cc2cnn(C(C)C)c2)CC1,11%,i,46,-0.9%,-0.1%,14%,-0.1,56,-4.4%,11%,13%
CC(=O)Nc1ccccc1-c1nc2ccccc2nc1OCC(=O)c1ccc2ccccc2c1,-9%,i,43,1.8%,0.0%,13%,3.8,53,1.8%,16%,21%
CCOc1cccc(C(=O)Nc2ccc3oc(-c4cccnc4)nc3c2)c1,-3%,i,37,0.1%,-0.1%,31%,4.5,46,-1.4%,-11%,7%
CCCCC1=CC2=CC(=O)C(C)(OC(=O)CC)C(=O)C2=CN1Cc1ccc(OC)cc1 (stereo unspecified),-2%,i,14,-0.2%,-0.2%,18%,4.5,46,1.3%,-17%,8%
O=C(CCc1nnc(-c2ccccc2)o1)NCc1cc(F)ccc1F,-5%,i,26,-0.4%,0.0%,25%[20 µM],-0.9,27,-2.1%,7%,10%
C=CCn1c(O)c(C2=c3ccccc3=NC2=O)s/c1=N/c1nccs1,-3%,i,46,x,-0.1%,-8%,0.7,62,-3.4%,-3%,-1%

# Record cards (already shown). Order of screens: Salmonella PhoP GFP | T cell modulator | T cell modulator vesicle-bound % | West Nile antiviral | GPR55 activation | KOR beta-arrestin-1 | NTR1 ag | NTR1 ag cell count 20 µM | KOR beta-arrestin-2 | GPR35 antagonists | GPR55 antagonists
# O=C(CCc1nnc(-c2ccccc2)o1)NCc1cc(F)ccc1F across the screens: -5% | i | 26 | -0.4% | 0.0% | 25%[20 µM] | -0.9 | 27 | -2.1% | 7% | 10%
# CCOc1ccc(C(=O)Nc2ncn[nH]2)cc1 across the screens: -7% | i | 69 | -0.3% | -0.1% | 12% | -0.4 | 55 | 3.1% | 13% | 1%

# (continued)
Molecule,Salmonella PhoP GFP,T cell modulator,T cell modulator vesicle-bound %,West Nile antiviral,GPR55 activation,KOR beta-arrestin-1,NTR1 ag,NTR1 ag cell count 20 µM,KOR beta-arrestin-2,GPR35 antagonists,GPR55 antagonists
O=C(Nc1ccc(Cl)c(Cl)c1)Nc1ccccc1NS(=O)(=O)c1cccs1,-9%,i,51,-1.7%,0.1%,-61%,3.6,72,9.7%,21%,24%
CCCc1ccc2oc(C(=O)N3CCC[C@H]3CO)c(C)c2c1,-4%,i,63,-1.7%,-0.3%,-4%[20 µM],4.8,77,-2.6%,4%,-4%
COCCn1c(-c2ccsc2)nc2c1c(=O)[nH]c(=O)n2CC(C)C,17%,i,23,-0.1%,-0.1%,1%,2.5,43,-0.9%,-12%,0%
Cc1ccccc1OC/C(O)=C(\C#N)c1nc2ccccc2[nH]1,3%,i,44,0.5%,-0.1%,-40%,0.2,73,3.2%,-12%,2%
CC(C(=O)Nc1ncn[nH]1)N1C(=O)c2ccccc2C1=O (stereo unspecified),10%,i,32,0.0%,0.2%,4%,1.6,46,8.9%,-17%,3%
Cc1oc(/C=N/NC(=O)CN(c2ccccc2Cl)S(C)(=O)=O)cc1Br,-11%,i,48,-0.5%,0.1%,x,2.9,62,6.2%,4%,6%
COC(=O)Cn1nc(-c2ccccc2)c2ccccc2c1=O,-1%,i,52,-0.7%,-0.1%,32%,2.9,61,-2.0%,-4%,6%
CCN(C(=O)COC(=O)c1cc(C)n(-c2ccc(F)cc2)c1C)C1CCS(=O)(=O)C1 (stereo unspecified),2%,x,x,-0.4%,-0.2%,-61%,x,x,3.4%,6%,1%
O=C(CSc1nnc(Cc2cccs2)n1Cc1ccco1)Nc1ccc(Cl)cc1Cl,4%,i,36,-0.1%,1.3%,-17%,7.3,78,3.6%,16%,23%
CNC(=O)CSc1ncnc2c1cnn2-c1ccccc1,2%,i,50,-0.4%,0.2%,-6%,0.3,43,-4.4%,-5%,8%
Fc1ccc(Nc2nc(N3CCOCC3)nc(N3CCOCC3)n2)cc1Cl,-4%,i,43,-0.3%,-0.2%,-28%,3.5,63,5.4%,4%,-6%
Cc1ccc2oc(C(=O)N3CCN(C)C[C@@H]3C(C)C)c(C)c2c1,16%,i,59,-0.5%,0.1%,3%[20 µM],0.3,67,0.8%,13%,-3%
O=C(Cc1ccccc1)Nn1c(O)c(/C=C2\C=Nc3ccccc32)sc1=S,4%,i,49,-1.0%,-0.2%,-23%,x,x,3.3%,0%,-6%
CCOc1ccc(-c2nn(-c3ccccc3)cc2/C=C2\SC(=S)N(C3CCS(=O)(=O)C3)C2=O)cc1 (stereo unspecified),-30%,i,37,-0.5%,-0.1%,-9%,5.9,76,0.4%,-6%,32%
COc1ccc(S(=O)(=O)CCC(=O)Nc2ccc(OC)cc2OC)cc1,0%,i,21,0.0%,-0.2%,25%,0.3,73,3.7%,8%,21%
NC(=O)c1cc(NC(=O)c2cc(Br)c(Br)s2)cc(C(N)=O)c1,-8%,i,41,1.0%,-1.1%,-28%,0.8,53,6.3%,5%,3%
Cn1c(=O)cc(OCCCC(=O)N2CCN(Cc3ccc4c(c3)OCO4)CC2)c2ccccc21,8%,i,33,0.3%,-0.1%,3%,0.2,52,1.0%,1%,6%
COc1ccc(OC)c(-c2cc(C(=O)NCc3ccco3)no2)c1,1%,i,52,-0.4%,-0.1%,-14%,1.1,71,6.9%,10%,-4%
Cc1cc(C#N)c(C)n1-c1cc(S(=O)(=O)N2CCOCC2)ccc1N1CCCC1,1%,i,23,0.6%,-0.2%,6%,-1.4,69,2.8%,-12%,14%
COc1ccc(NC(=O)Nc2ccc(OCc3ccccc3)cc2)cn1,-8%,i,18,2.0%,-0.3%,7%,x,x,0.6%,-6%,-3%
Cc1[nH]c2ccccc2c1C(C[N+](=O)[O-])c1cccs1 (stereo unspecified),3%,i,40,-1.2%,0.2%,18%,-0.4,84,-1.4%,10%,13%
Cc1c(-c2ccc(F)cc2)nc(N)c(C#N)c1-c1ccco1,-4%,i,18,0.0%,0.1%,-22%,4.1,85,5.3%,-5%,4%
CCOCCCNC(=O)c1cc2cc3cc(OC)ccc3nc2o1,6%,i,12,-0.5%,0.0%,9%,-0.1,92,1.8%,4%,10%
Cc1ccc2c(c1)C=CC(C)(C)S2=O (stereo unspecified),9%,i,38,-0.3%,0.0%,1%,1.5,64,6.0%,-5%,-8%
CC(C)c1ccc(Nc2nc(NCc3ccco3)nc(N3CCOCC3)n2)cc1,1%,i,47,0.1%,0.3%,40%,11,59,-2.1%,-18%,-5%
CC1CC(C)(C)CC2(C1)NC(=O)N(CC(=O)NCC(c1ccco1)N1CCCCC1)C2=O (stereo unspecified),10%,i,28,-0.3%,0.0%,-1%,1.6,80,-0.2%,16%,17%
CCn1c(SCC(=O)N2CCc3ccccc32)nc2c(c1=O)SC(C)C2 (stereo unspecified),x,i,17,1.3%,0.2%,19%,2.5,83,-1.6%,3%,6%
OC(COCC(F)(F)C(F)(F)C(F)(F)C(F)F)Cn1c2ccccc2c2ccccc21 (stereo unspecified),-1%,i,30,-0.2%,-0.2%,0%,23,81,2.2%,23%,4%
O=C(CSc1nnc(-c2ccncc2)n1-c1ccc(F)cc1)NNC(=O)c1cccc(O)c1,5%,i,48,0.3%,u,30%,1.0,66,0.3%,-2%,-6%
N=C(N)c1ccc(/C=C/c2ccc(C(=N)N)cc2O)cc1,21%,i,16,2.8%,0.2%,1%,0.2,59,3.0%,4%,-2%
O=C(CSc1nnc(Cc2ccsc2)o1)c1ccccc1,0%,i,32,0.3%,-0.2%,30%,0.4,73,-1.5%,0%,11%
O=c1c2ccccc2nc2n1C(CSCc1ccccc1)CS2 (stereo unspecified),0%,i,56,-0.7%,0.1%,-40%,1.4,55,2.5%,-6%,-11%
CCC(=O)Nc1c(C(=O)Nc2cccc(OC)c2)oc2ccccc12,-7%,i,40,0.2%,-0.1%,-22%,9.3,59,1.6%,-7%,8%

# By substructure, those above containing an aryl thioether with sulfur outside any ring.
Molecule,Salmonella PhoP GFP,T cell modulator,T cell modulator vesicle-bound %,West Nile antiviral,GPR55 activation,KOR beta-arrestin-1,NTR1 ag,NTR1 ag cell count 20 µM,KOR beta-arrestin-2,GPR35 antagonists,GPR55 antagonists
CCOC(=O)c1ccc(CNC(=O)c2cc(COc3ccccc3SC)on2)o1,0%,i,4,0.4%,-0.2%,-50%,-0.6,55,8.7%,-14%,-12%
O=C(CSc1nnc(Cc2cccs2)n1Cc1ccco1)Nc1ccc(Cl)cc1Cl,4%,i,36,-0.1%,1.3%,-17%,7.3,78,3.6%,16%,23%
CNC(=O)CSc1ncnc2c1cnn2-c1ccccc1,2%,i,50,-0.4%,0.2%,-6%,0.3,43,-4.4%,-5%,8%
CCn1c(SCC(=O)N2CCc3ccccc32)nc2c(c1=O)SC(C)C2 (stereo unspecified),x,i,17,1.3%,0.2%,19%,2.5,83,-1.6%,3%,6%
O=C(CSc1nnc(-c2ccncc2)n1-c1ccc(F)cc1)NNC(=O)c1cccc(O)c1,5%,i,48,0.3%,u,30%,1.0,66,0.3%,-2%,-6%
O=C(CSc1nnc(Cc2ccsc2)o1)c1ccccc1,0%,i,32,0.3%,-0.2%,30%,0.4,73,-1.5%,0%,11%
